From PubChem
Ins promoter up – MIN6 insulin promoter up-regulation. hit rate 0.3% among 190,000. AID 1625. MIN6 insulin promoter-GFP reporter, high-content imaging; stronger effect = higher value. z-score at 5 µM;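 active = z-score above 3 at 5 µM with at least 500 cells counted in the well; inconclusive = wells under 500 cells, flagged as cytotoxic or low count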
human PMI inhibition – inhibitors of human PMI, primary screen, biochemical, fluorescence intensity, coupled assay (AID 1209); inhibition, % at 20 µM, or IC50 in µM where a hit was titrated; purified PMI enzyme, coupled fluorescence intensity; higher % means a stronger effect; hit rate 0.42% among 190,000;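 note: plate controls were DMSO vehicle for no effect and wells lacking substrate for full effect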
Autophagy HCS – modulators of autophagy; MEF GFP-LC3 puncta imaging; test concentration mostly 10 µM; calls only at 10 µM (by protocol); hit rate 0.98% among 190,000;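 active = percentage of spot-positive cells more than 3 SD above its plate mean, without a fluorescence outlier flag or 80% toxicity; inconclusive = no clear call, values can overlap the other calls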;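 note: spot-positive cell cutoff set from DMSO-treated cells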
human PMI inhibitors – MPI inhibition at elevated mannose 6-phosphate – biochemical, fluorescence intensity, high mannose 6-phosphate, primary screen (AID 1220). recombinant PMI enzyme, coupled fluorescence intensity; higher % means a stronger effect. hit rate 0.66% among 190,000. inhibition, % at 20 µM, or IC50 in µM where a hit was titrated
bCat nuc transl – modulators of beta-catenin nuclear translocation; HeLa beta-catenin nuclear translocation, immunofluorescence imaging; nuclear translocation activity, % at 5 µM; hit rate 0.3% among 190,000; AID 1665;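 active = nuclear translocation activity above 50% at 5 µM, with a well cell count of 50 or more; inconclusive = wells under 50 cells across six images, flagged as toxic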;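 note: per-cell ratio of nuclear to cytoplasmic median beta-catenin stain intensity; plate controls were DMSO negative control for no effect and GSK-3 inhibitor IX positive control for full effect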
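Test system: human HeLa cells, endogenous beta-catenin. Times: 24 h compound exposure, 37°C. Measured by: beta-catenin immunofluorescence imaging with DAPI.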
WT yeast gro inh – growth inhibition of WT yeast, mitochondrial fusion screen | mitochondrial fusion phenotypic screen, WT strain | inhibition, % at 10 µM | hit rate 2.1% among 190,000 | AID 1362; in the data active = inhibition above about 58%; tested in S. cerevisiae
Dynein cargo inh – blocks dynein driven cargo transport along microtubules; 3617.4 mouse cells, GR-EGFP nuclear translocation imaging; test concentration mostly 20 µM; stimulated with dexamethasone, 1 µM; stronger effect = lower value; hit rate 0.47% among 220,000; z-score, hits read low;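 active = plate z-score of nuclear minus cytoplasmic receptor signal below a set negative limit, without overly bright fluorescence or cell loss, cut at about -3.5 in these data, passing the limit was not always enough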;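 note: z-score of nuclear minus cytoplasmic ring GR-EGFP intensity difference per well; some compounds called inactive have numbers as strong as hits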
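Medium: Induction medium lacking tetracycline, stripped serum | Probe or stimulus: 1.0 µM final dexamethasone stimulus | Schedule: 48 h induction, then 1 h compound, then 30 min agonist, 37 °C | Signal: Automated 10x imaging of fixed Hoechst-stained cells | Evaluation: Per-cell GR-EGFP intensity, nucleus versus surrounding cytoplasmic ring, well-averaged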
MT stabilize HCS – microtubule stabilization, imaging screen; HeLa tubulin immunostaining HCS, 24 h; share of cells brighter than vehicle mean+2SD; % tubulin-high responders, % at 10 µM; hit rate 0.83% among 200,000;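 active = plate Z-score above 3 for both tubulin-high and condensed-nucleus cell shares, with cell loss under 80%, at 10 µM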;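 note: anti alpha tubulin signal scored within the nucleus-defined area of each cell; some results filed as inactive read as strong as hits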
Yfh1-depleted yeast – enhancers of respiration in Yfh1-depleted yeast, dose response, Friedreich's ataxia, plus single-dose screen (AID 1465) | S. cerevisiae Yfh1-off respiration, WST-1 reduction, 72 h; higher fold induction means a stronger effect | fold induction at 50 µM; hits with a dose series show EC50 in µM | hit rate 0.074% among 220,000;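 active = fold induction of absorbance versus untreated yeast above a set limit, then at least 30% activation at any dose in follow-up; inconclusive = repeats straddling the limit, or above it without dose testing; inactive = fold induction below the set limit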;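 note: activators that raise dye reduction in frataxin-depleted yeast; strong numbers were not always called active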
WT yeast gro inh mutant strain – also measured in WT yeast gro inh; calls as there; inhibition, %; mitochondrial fusion phenotypic screen, mutant strain inhibition
Dynein cargo inh cytoplasmic EGFP – also measured in Dynein cargo inh; calls as there; z-score; measured here: cytoplasmic GR-EGFP intensity; stronger effect = higher value
Dynein cargo inh nuclear GR-EGFP – recorded beside Dynein cargo inh, whose call it bears; z-score; measured here: nuclear GR-EGFP intensity;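 lower value marks the stronger effect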
Dynein cargo inh cell count – second read-out of Dynein cargo inh, no call of its own (marks repeat the call); z-score; measured here: cell count per field
Ins promoter up cell count – recorded beside Ins promoter up, whose call it bears; cell count; measured here: cytotoxicity, nuclei count;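 total cells summed across four imaged fields per well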
bCat nuc transl cell count 5 µM – recorded beside bCat nuc transl, whose call it bears; cell count; measured here: cell count, cytotoxicity flag
MT stabilize HCS Hoechst-high % – recorded beside MT stabilize HCS, whose call it bears; % Hoechst-high responders; measured here: nuclear condensation Hoechst responders;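 share of cells brighter than vehicle mean plus two SD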
MT stabilize HCS cytotoxicity % – recorded beside MT stabilize HCS, whose call it bears; toxicity, %; measured here: cytotoxicity by cell density;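 0% = mean cell density of plate MIN control wells and 100% = no cells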
Autophagy HCS cell loss 18 h – second read-out of Autophagy HCS, no call of its own (marks repeat the call); toxicity, %; measured here: cell loss, nuclei count;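 cell loss after 18 h compound exposure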
An asterisk follows results filed as active; i = inactive; ? = inconclusive; nt = no result given. Cut-off read from the data, not from the text of the source, unless noted: active = inhibition above about 50%; inactive = the rest. This is a subset, so the mix of outcomes need not match the whole.

SMILES	Ins promoter up	Ins promoter up cell count	human PMI inhibition	Autophagy HCS	Autophagy HCS cell loss 18 h	human PMI inhibitors	bCat nuc transl	bCat nuc transl cell count 5 µM	WT yeast gro inh	WT yeast gro inh mutant strain	Dynein cargo inh	Dynein cargo inh cytoplasmic EGFP	Dynein cargo inh nuclear GR-EGFP	Dynein cargo inh cell count	MT stabilize HCS	MT stabilize HCS Hoechst-high %	MT stabilize HCS cytotoxicity %	Yfh1-depleted yeast
C/C(=N\N1CCCCC1c1cccnc1)c1c(O)n(C2CCCCC2)c(=S)[nH]c1=O (stereo not drawn)	-0.25	1346	5.8%	i	22.2	5.9%	-0.2	936	73.8*	22.3*	0.134	-0.253	0.0563	1.17	2.5	1.4	2.9	i
COc1ccc(CNC(=O)/C=C/c2ccc3[nH]cc(CCN(C)C)c3c2)cc1	-0.41	1104	nt	nt	nt	nt	-2.5	1246	nt	nt	0.0628	-0.669	0.448	0.1	nt	nt	nt	i
O=P(NCc1ccccc1)(Oc1ccccc1)Oc1ccccc1	0.09	1420	23.8%	i	7.0	14.4%	-1.9	1048	9.2	3.9	-0.29	-0.121	-0.272	-0.585	3.5	2.1	7.5	i
CCn1c(=O)cc(OCC(=O)N2CCN(Cc3ccc4c(c3)OCO4)CC2)c2ccccc21	nt	nt	2.6%	i	-1.8	3.7%	nt	nt	13.6	6.0	-0.148	-0.225	0.155	-0.0785	2.3	1.1	5.4	i
O=c1cccc2n1CC1CC2CN(S(=O)(=O)c2ccccc2)C1 (stereo not drawn)	-0.13	1495	-3.0%	i	5.3	-5.2%	-2.8	1357	1.8	-4.5	-0.186	-0.231	-0.852	0.577	3.4	2.2	4.4	i
O=C(CN1CC=C(c2ccccc2)CC1)NC(=O)NCc1ccco1	-0.04	1139	-3.1%	i	-1.9	8.0%	-1.3	868	-4.5	13.8	-0.325	-0.189	-0.301	0.19	1.6	1.3	3.0	i
COc1cc(C)cc(CN2CC=C(c3ccccc3)CC2)c1O	nt	nt	17.4%	i	-4.9	19.1%	1.4	964	18.5	17.6	0.59	-0.375	1.22	-0.456	1.2	3.0	9.1	i
COC(=O)C(c1ccccc1)N1CCCCCC1 (stereo not drawn)	0.25	1554	-4.2%	i	3.2	-9.6%	-0.1	967	-7.1	3.2	-0.194	-0.283	0.0908	0.491	1.6	1.6	8.9	i
O=C1NC(=O)N(Cc2ccco2)C(=O)/C1=C/c1cccn1CCOc1ccccc1Cl	1.86	1549	0.1%	i	-2.1	0.0%	0.3	1120	-11.9	-10.1	0.695	-0.219	0.107	0.197	7.7	2.5	3.9	i
CCC(CC)C1C(C#N)=C(N)Oc2c1c(=O)oc1ccccc21 (stereo not drawn)	nt	nt	7.7%	i	-5.9	9.7%	-2.8	514	0.9	0.9	0.182	-0.254	0.0784	0.247	6.9	2.8	4.3	i
CC12CCCCC1=[N+]([O-])CN2O (stereo not drawn)	0.3	1250	1.7%	i	1.2	-1.3%	0.1	1055	24.9	4.0	-0.015	-0.21	0.244	-0.36	1.3	2.0	7.1	i
CCN(CC)S(=O)(=O)N1CCC(C(=O)N2CCC3(CC2)OCCO3)CC1	-1.04	1208	-7.1%	i	-2.6	-11.8%	-0.1	1110	-6.8	-19.7	0.225	-0.249	0.484	-0.461	4.0	1.5	4.9	i
Cc1ccc(C)c(NC2=NCCCS2)c1	nt	nt	7.7%	i	1.6	7.6%	0.4	1080	4.5	11.5	-1.13	-0.181	-1.17	0.135	2.7	1.3	4.9	i
CNC(=O)N(C)c1nnc(C(C)(C)C)s1	nt	nt	18.5%	i	27.0	10.1%	-4.9	1165	-12.0	1.0	1.84	-0.26	0.34	-0.697	3.5	4.2	18.7	i
CN1C(=O)C(Cc2nc3ccccc3c(=O)n2-c2ccccc2)c2ccccc21 (stereo not drawn)	-0.18	1575	0.1%	i	-2.4	-0.5%	-0.2	1446	-8.4	-16.6	0.321	0.485	0.279	-0.374	2.7	1.2	6.9	i
CN1CCC2(CC1)NC(=O)C1=C(CN(C)CC1)N2	nt	nt	nt	i	1.2	nt	nt	nt	-12.7	-5.6	1.86	-0.175	1.45	-1.27	4.1	2.0	3.8	nt
O=C(NCc1ccc(C(=O)N2CCC3(CC2)OCCO3)cc1)c1ccc2c(c1)OCO2	-0.48	1538	5.9%	i	29.8	-0.4%	0.6	1373	-0.7	5.4	-0.355	-0.295	0.11	-0.319	5.7	3.1	7.7	i
CCC(=NC1CC1)c1c(O)n(-c2ccc(OC)cc2)c(=O)[nH]c1=O	0.26	1231	7.3%	i	7.7	5.7%	-7.4	1177	18.0	19.1	-0.312	-0.221	-0.155	0.692	2.1	0.9	4.5	i
COc1ccccc1OCCCn1cc(C(=O)c2ccco2)c2ccccc21	-0.22	1308	17.1%	i	-2.5	17.5%	1.5	947	31.0	4.2	-0.138	-0.19	0.163	-0.51	2.0	2.2	2.4	i
O=C(c1ccc(CS(=O)(=O)c2ccc(Br)cc2)o1)N1CCC2(CC1)OCCO2	-0.31	1324	-4.4%	i	8.1	2.0%	0.5	897	-10.1	-3.4	0.188	-0.226	0.256	0.21	1.7	2.3	7.3	i

The last two compounds of the section above come first, to join the parts.
SMILES	Ins promoter up	Ins promoter up cell count	human PMI inhibition	Autophagy HCS	Autophagy HCS cell loss 18 h	human PMI inhibitors	bCat nuc transl	bCat nuc transl cell count 5 µM	WT yeast gro inh	WT yeast gro inh mutant strain	Dynein cargo inh	Dynein cargo inh cytoplasmic EGFP	Dynein cargo inh nuclear GR-EGFP	Dynein cargo inh cell count	MT stabilize HCS	MT stabilize HCS Hoechst-high %	MT stabilize HCS cytotoxicity %	Yfh1-depleted yeast
COc1ccccc1OCCCn1cc(C(=O)c2ccco2)c2ccccc21	-0.22	1308	17.1%	i	-2.5	17.5%	1.5	947	31.0	4.2	-0.138	-0.19	0.163	-0.51	2.0	2.2	2.4	i
O=C(c1ccc(CS(=O)(=O)c2ccc(Br)cc2)o1)N1CCC2(CC1)OCCO2	-0.31	1324	-4.4%	i	8.1	2.0%	0.5	897	-10.1	-3.4	0.188	-0.226	0.256	0.21	1.7	2.3	7.3	i
Cc1cc(OCC(=O)Nc2c(C)n(C)n(-c3ccccc3)c2=O)c2c3c(c(=O)oc2c1)CCC3	0.34	1329	4.3%	nt	nt	10.1%	-3.8	1056	nt	nt	nt	nt	nt	nt	nt	nt	nt	nt
COc1ccc(-n2c(O)c(C(C)=NCCc3c[nH]c4ccccc34)c(=O)[nH]c2=O)cc1	0.24	1405	nt	nt	nt	nt	1.0	1297	nt	nt	-0.575	-0.25	-0.324	0.721	nt	nt	nt	i
CCOP(=O)(OCC)C(O)c1ccc(Br)cc1 (stereo not drawn)	-0.02	1560	2.7%	i	-9.8	-0.7%	-0.1	1074	-0.7	-6.0	0.571	-0.218	0.0855	-0.303	2.8	3.5	8.0	i
c1cncc(C2Nc3cccc4cccc(c34)N2)c1	-0.32	1001	nt	nt	nt	nt	0.5	1382	nt	nt	1.01	-0.21	1.24	-1.32	nt	nt	nt	?
COC(=O)CCCNC(=O)CN1CC(c2ccccc2)CC1=O (stereo not drawn)	0.63	1127	-0.3%	i	21.8	-4.5%	-3.0	859	5.0	6.5	0.281	-0.298	0.208	-0.319	5.1	2.9	4.2	i
COc1ccc(-c2cc(-c3ccccc3)[n+](C)c(-c3ccccc3)c2)cc1	-4.19	813	-2.2%	i	4.3	-1.1%	-2.7	1028	32.7	-13.4	-1.25	-0.227	-0.78	0.791	1.2	1.6	4.8	i
Cc1ccc(-n2c(O)c(/C=N/N3CCCCCC3)c(=O)[nH]c2=O)cc1C	-0.27	1057	nt	nt	nt	nt	2.6	1304	nt	nt	0.41	-0.128	0.427	-0.472	nt	nt	nt	i
OC(CCNCCc1c[nH]c2ccccc12)C(F)(F)F (stereo not drawn)	-0.1	1296	-2.4%	i	1.1	-5.2%	0.4	1083	0.6	-11.3	0.111	-0.233	0.0908	0.418	3.1	1.2	7.5	i
CC(C)=CCSc1nnc([C@@H](N)Cc2c[nH]c3ccccc23)o1	-0.28	1220	-7.5%	i	4.6	-25.9%	nt	nt	20.4	13.1	-0.493	-0.213	-0.835	-0.2	2.3	1.2	1.1	i
CC(C)(C)N(NC(=O)c1ccccc1)C(=O)c1ccccc1	nt	nt	0.6%	i	0.5	-3.8%	nt	nt	11.6	8.1	0.125	-0.193	-0.232	-0.47	1.2	2.0	1.0	i
CCc1cc2c(s1)NC(=O)CN=C2c1cccs1	0.75	1039	-2.3%	i	14.9	-2.0%	5.5	1073	16.5	27.9	-0.244	-0.174	0.158	0.115	3.1	2.7	2.8	i
CN1CCc2c([nH]c3ccccc23)C1	0.47	1337	5.2%	i	6.3	-1.3%	1.9	965	23.1	12.7	0.149	-0.204	0.244	0.00263	1.2	1.0	3.3	i
CC(C)OC(=O)c1c(N)n(CC2CCCO2)c2nc3ccccc3nc12 (stereo not drawn)	-0.43	1782	18.6%	i	-2.0	16.9%	0.5	1000	1.0	-0.3	0.0962	-0.127	-0.611	-0.252	3.0	2.0	7.7	i
Cc1ccc(C(O)(C(=O)NNC(=O)CN2CCN(C)CC2)c2ccc(C)cc2)cc1	0.27	1362	12.0%	i	-9.9	7.6%	-0.7	973	-2.6	18.1	-0.335	-0.267	-0.179	1.19	2.0	2.1	10.3	i
CNC(C(=O)c1ccccc1)C(OC(C)=O)c1cccc([N+](=O)[O-])c1 (stereo not drawn)	0.42	1425	nt	nt	nt	nt	-0.2	1247	nt	nt	-0.518	-0.169	-0.281	-0.104	nt	nt	nt	i
COc1ccccc1/C=C1/C(=N/O)C2CCN1CC2	0.97	973	-3.3%	i	3.7	-5.4%	-3.1	836	9.2	-1.1	1.84	-0.197	1.22	-0.281	4.2	2.3	4.9	i
